# UHRF1 MBD2 ctr = UHRF1 methylated DNA binding inhibitors, primary screen, counter-screen for MBD2 inhibitor project, biochemical, TR-FRET, human UHRF1, single concentration; E3 ubiquitin-protein ligase UHRF1 (Homo sapiens), Q96T88; UHRF1 binding to methylated oligo; inhibition, % at 4.4 µM; 370,000 compounds, 0.75% hits; AID 687016, 2013; in the data active = inhibition above about 21%;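 also: UHRF1 SRA domain binding a hemimethylated CpG hairpin DNA probe; 0% = median of test compound wells and 100% = reference inhibitor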
# PLCb3 inh = human PLC-beta3 inhibitors, primary screen, biochemical, fluorescence | 1-phosphatidylinositol 4,5-bisphosphate phosphodiesterase beta-3 (Homo sapiens), Q01970 | Purified PLC-beta3, fluorogenic substrate | inhibition, % at 12.2 µM | 370,000 compounds, 0.18% hits; in the data active = inhibition above about 11%;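 also: 0% = median of compound wells on plate and 100% = full blocker control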
# Tn6 DDE FP = inhibitors of Tn6 peptide binding to fibrin DD(E), primary screen, biochemical, fluorescence polarization, human fibrin, Tn6 probe; Fibrinogen beta chain (Homo sapiens), P02675; Fibrin DD(E) TRITC-Tn6 fluorescence polarization displacement; inhibition, % at 8.3 µM; 370,000 compounds, 0.21% hits;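 active = inhibition above a per-campaign cutoff: mean of compounds within control limits plus 3 SD, cut at about 15% in these data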;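 also: 0% = median of all compound wells on the plate and 100% = blocking peptide control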
# PLCg1 inh = PLC-gamma1 enzyme inhibitors, primary screen, biochemical, fluorescence, purified enzyme | inhibition, % at 12.2 µM | fluorogenic substrate | AID 720700, 2013 | 1-phosphatidylinositol 4,5-bisphosphate phosphodiesterase gamma-1 (Homo sapiens), P19174 | 370,000 compounds, 0.84% hits; in the data active = inhibition above about 9.5%
# ASAP1 inh = inhibitors of human ASAP1 ArfGAP activity, primary screen, biochemical, fluorescence polarization; Arf-GAP with SH3 domain, ANK repeat and PH domain-containing protein 1 (Homo sapiens), …; ASAP1-stimulated ARF1 GTP hydrolysis, GDP FP detection; inhibition, % at 16.5 µM; 360,000 compounds, 0.19% hits; AID 624377, 2012; in the data active = inhibition above about 25%;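 also: 0% = vehicle with enzyme and substrate and 100% = no enzyme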
# Target sequence (Q9ULH1 325-724 limits assumed): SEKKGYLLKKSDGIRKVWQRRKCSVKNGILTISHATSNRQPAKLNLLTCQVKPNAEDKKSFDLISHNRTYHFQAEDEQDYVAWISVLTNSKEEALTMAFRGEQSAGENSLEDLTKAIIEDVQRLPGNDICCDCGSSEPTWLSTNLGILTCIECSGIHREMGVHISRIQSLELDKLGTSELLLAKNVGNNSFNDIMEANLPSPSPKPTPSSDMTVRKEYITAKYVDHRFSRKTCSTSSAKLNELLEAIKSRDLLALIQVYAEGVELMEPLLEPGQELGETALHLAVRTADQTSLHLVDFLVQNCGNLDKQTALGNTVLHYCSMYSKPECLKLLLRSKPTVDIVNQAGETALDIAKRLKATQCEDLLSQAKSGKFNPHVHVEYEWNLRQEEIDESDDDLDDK
# ARFGAP1 inhibitor = inhibitors of rat ARFGAP1 GAP activity, primary screen, biochemical, fluorescence polarization, GDP tracer; Arfgap1-stimulated ARF1 GTP hydrolysis, GDP FP detection; inhibition, % at 16.5 µM; AID 651572, 2012; 360,000 compounds, 0.26% hits;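 active = inhibition above a per-plate limit, mean inhibition of low control wells plus 3 SD, cut at about 25% in these data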;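 also: 0% = DMSO wells with enzyme and 100% = wells lacking Arfgap1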
#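 Repeats: one replicate per compound; assay system: rat Arfgap1 catalytic domain, aa 1-136; times: enzyme reaction 120 min at 25 °C after 20 min preincubation; detection: FP of antibody-bound GDP Alexa 633 tracer, ex 620/em 688 nm; benchmarks: high control wells lacking Arfgap1, low control full reaction with DMSO; reagent: human ARF1(Δ1-17)-GTP substrate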
# proKLK7 act = proKLK7 zymogen activators, primary screen, biochemical, fluorescence intensity; 370,000 compounds, 0.9% hits; activation, % at 7 µM; purified proKLK7, EDANS-DABCYL substrate fluorescence; 100% is mature enzyme control, 0% vehicle; Kallikrein-7 (Homo sapiens), P49862;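 active = activation above the mean of all tested compounds plus 3 SD, computed per campaign excluding outliers beyond control limits, cut at about 13% in these data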
# Tn7 DDE FP = inhibitors of Tn7 peptide binding to fibrin DD(E), primary screen, biochemical, fluorescence polarization, human fibrin, Tn7 probe. Fibrinogen beta chain (Homo sapiens), P02675. FP displacement of FITC-Tn7 peptide from fibrin DD(E); 0% = median of compound wells per plate. inhibition, % at 8.3 µM. 370,000 compounds, 0.13% hits;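 active = inhibition above the mean of compounds falling within the control limits plus 3 SD of them, cut at about 14% in these data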;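 also: 0% = plate median of compound wells and 100% = 10 µM Aha-Tn7 peptide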
#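 assay system = human clot-derived fibrin DD(E) complex | quantity = Fibrin-DD(E) at 2 µM final | timing = 10 min preincubation, 3 h with tracer, room temperature | signal = fluorescence polarization | measure = percent inhibition | benchmarks = high control wells with 10 µM unlabelled Aha-Tn7 peptide (full inhibition) | replicates = singlicate testing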
# sPLA2-III inh = human group III sPLA2 inhibitors, primary screen, biochemical, QFRET, BODIPY PC-A2 liposome substrate; AID 743126, 2013; inhibition, % at 12.2 µM; Group 3 secretory phospholipase A2 (Homo sapiens), Q9NZ20; QFRET BODIPY PC-A2 liposome hydrolysis, fluorescence; 370,000 compounds, 0.56% hits;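 active = inhibition above mean plus 3 SD of compounds lying within the high and low control bounds, cut at about 19% in these data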;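 also: 0% = median of test compound wells and 100% = no enzyme DMSO wells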
# NR1D1 modulator = modulators of Rev-erb alpha DNA binding, primary screen, biochemical, FITC-DNA, fluorescence polarization, uHTS. Rev-erbα–FITC-DNA binding, 90 min. 370,000 compounds, 0.79% hits. Nuclear receptor subfamily 1 group D member 1 (Homo sapiens), P20393. activity, % at 10 µM;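 active = activity above about 14%, limit read from the data; passing the limit was not always enough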;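 also: 0% = DMSO wells with 35 nM protein and 100% = DMSO wells with 750 nM protein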
# Target sequence (P20393 whole entry, looked up): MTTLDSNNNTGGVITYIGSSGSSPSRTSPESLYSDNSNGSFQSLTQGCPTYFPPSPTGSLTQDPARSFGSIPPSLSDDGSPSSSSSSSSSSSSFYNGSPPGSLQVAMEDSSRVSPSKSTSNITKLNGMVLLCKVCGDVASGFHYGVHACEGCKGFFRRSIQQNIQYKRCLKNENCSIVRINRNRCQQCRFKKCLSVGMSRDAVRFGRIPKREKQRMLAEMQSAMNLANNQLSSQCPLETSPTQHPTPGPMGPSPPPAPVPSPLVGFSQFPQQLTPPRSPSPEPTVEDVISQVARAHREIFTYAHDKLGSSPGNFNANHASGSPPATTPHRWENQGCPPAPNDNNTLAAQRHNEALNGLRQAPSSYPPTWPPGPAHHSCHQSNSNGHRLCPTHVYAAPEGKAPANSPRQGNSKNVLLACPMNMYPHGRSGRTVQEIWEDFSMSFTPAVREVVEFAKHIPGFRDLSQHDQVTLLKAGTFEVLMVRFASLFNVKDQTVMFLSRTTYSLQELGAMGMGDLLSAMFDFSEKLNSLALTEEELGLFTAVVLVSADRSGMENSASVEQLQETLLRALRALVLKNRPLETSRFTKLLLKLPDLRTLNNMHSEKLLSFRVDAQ
# The depositor's hits bear a star.
SMILES,UHRF1 MBD2 ctr,PLCb3 inh,Tn6 DDE FP,PLCg1 inh,ASAP1 inh,ARFGAP1 inhibitor,proKLK7 act,Tn7 DDE FP,sPLA2-III inh,NR1D1 modulator
Nc1scc[n+]1Cc1cccc2cccnc12,-1,-4,6,0,-7,0,0.1,-2,-1,-2
O=C1CSC(=Nc2cccc(Cl)c2Cl)N1,-1,-5,2,0,-15,1,0.8,2,-6,-2
CN1CCN(C(=O)CSc2ccc(C(F)(F)F)cc2[N+](=O)[O-])CC1,0,2,4,0,1,-4,0.2,2,-4,-6
Nc1nc(SCC(=O)c2ccc(Cl)cc2)c2ncn(C3OC(CO)C(O)C3O)c2n1 (stereo not drawn),-1,-14,0,-9,3,-1,-0.3,1,-37,1
CN1CCCC(OC(=O)c2cc(Br)ccc2Cl)C1 (stereo not drawn),-2,2,-8,-1,-6,-3,0.0,-1,-8,-1
Cc1nc2cc(NC(=O)C3(C)CCCN(C(C)C)C3)ccc2o1 (stereo not drawn),-2,1,-2,0,0,-6,0.9,1,4,-3
Cc1ccc(Cl)cc1NC(=O)CC1NC2CCCCC2NC1=O (stereo not drawn),0,-4,-1,0,-2,-3,0.6,6,5,-5
CCOC(=O)c1ccccc1NC(=O)CSc1nnc(COc2ccccc2)n1CC,0,3,-2,2,4,-1,1.0,-1,-19,1
Fc1ccc(NCc2n[nH]c(=S)n2Cc2ccccc2)cc1,0,4,-8,6,5,-1,0.1,-7,16,-1
COC(=O)C1=CN(c2ccc(OC)cc2)C(N)=C(C#N)C1c1cccc2ccccc12 (stereo not drawn),9,-78,-8,-56,-2,-5,-1.3,-3,-9,5
CS(=O)(=O)N1CCCCC1c1cc(C(=O)Nc2ccccc2Cl)no1 (stereo not drawn),3,2,-1,-1,-3,-6,0.0,-1,8,-4
Cc1nn(CC(=O)c2ccc(Cl)s2)c(C)c1[N+](=O)[O-],6,-12,2,-7,8,4,0.2,-7,-46,-1
COc1ccc(CCNC(=O)C2CC=CCC2C(=O)O)cc1 (stereo not drawn),2,-4,-1,2,8,-3,0.2,-3,13,0
Cc1ccc(C)c(N2CCN(c3ccncc3N)CC2)c1,2,1,1,3,-5,2,0.3,-8,0,-6
c1ccc(CSc2ccc(-c3cccs3)nn2)cc1,-2,2,0,3,-9,-9,-0.7,4,1,21
O=C(COC(=O)c1ccccc1Br)Nc1cccnc1Cl,4,-5,0,-10,6,9,0.9,-5,-7,-5
O=C(COC(=O)c1ccccc1O)Nc1ccc(S(=O)(=O)N2CCCCC2)cc1,2,-9,-13,-2,3,0,0.8,-4,-25,7
Cc1noc(C)c1COc1ccccc1C(=O)NCCc1ccc(F)cc1,0,-8,0,1,-8,-1,-0.2,2,-5,4
O=C(Oc1cccnc1)c1ccc(Cl)c(Cl)c1,0,0,1,-1,-6,10,-0.3,-1,-5,-6
Cc1ccc(NC(=O)CCn2c(=S)oc3ccccc32)cc1,3,-1,-12,0,-3,19,0.4,4,10,6
CCOC(=O)C1(CC2CC2)CCN(C(=O)c2ocnc2C)CC1,1,1,4,3,-4,3,-0.6,-8,-1,3
CN(CC(=O)NCCCn1ccnc1)S(=O)(=O)c1ccc(Cl)cc1,4,2,-9,-4,9,9,-0.1,-2,2,0
O=C(O)c1ccccc1C(=O)OC1CCCC2CCCC21 (stereo not drawn),0,0,4,-3,-2,5,0.5,-9,-2,-4
O=C(Cc1cccc(NC(=O)C2CCN(C(=O)C3CCC3)CC2)c1)Nc1cccc(C(=O)N2CCCC2)c1,-3,2,2,1,-6,4,0.1,-2,1,0
COc1ccc(-c2cn[nH]c2-c2ccc(OCc3ccc([N+](=O)[O-])cc3)cc2O)cc1,-2,-1,5,6,16,9,-0.4,1,-20,-3
N#CCCN(C(=O)COC(=O)c1ccc(S(=O)(=O)N2CCOCC2)cc1)c1ccccc1,0,2,-4,0,9,8,0.6,3,-5,-1
Cc1ccccc1OCc1nnc(SCC(=O)O)n1-c1ccccc1,-1,-4,-5,-1,2,-3,0.3,-3,-8,4
CCOC(=O)c1cnc2c(C)cc(Cl)cc2c1N1CCN(C)CC1,0,0,4,0,-7,-14,0.8,4,-5,2
CC(C)=CCN1C(=O)[C@]2(OCCC=C[C@H]2C)c2c(Br)cccc21,1,6,4,6,6,10,-0.1,-10,5,2
Cc1ccc(CNC(=O)Cc2csc(Nc3nc(=S)[nH]c4ccccc34)n2)cc1,-2,-12,0,-8,11,-7,0.1,3,-1,2
S=C(NCCc1ccccc1)N1CCCC1,27*,-6,-3,2,7,16,0.4,-4,2,2
CC(C(=O)Nc1ccccc1C(F)(F)F)N1CCN(C)CC1 (stereo not drawn),6,-5,-13,2,11,18,-1.2,5,18,-5
C/C(N)=C(/C#N)C(=O)COC(=O)c1ccccc1C(=O)c1ccc(C)cc1,4,-7,-4,1,3,2,-0.2,1,-2,1
CCS(=O)(=O)NCC(c1cccnc1)N1CCN(c2ccc(OC)cc2)CC1 (stereo not drawn),22*,-1,-1,1,-17,-2,0.3,-11,1,-3
CN(Cc1c(F)cccc1Cl)C(=O)CCc1c[nH]c2ccccc12,2,-7,-7,-1,4,-9,-0.5,8,-49,-7
O=C(c1ccncc1)N1CCN(C(=O)c2ccco2)CC1,-1,1,5,3,4,7,-0.2,1,7,-3
CC1(C)CC(NS(=O)(=O)c2ccc(Cl)cc2)CC(C)(C)N1,0,-3,1,1,0,-2,0.7,-13,-1,-2
Oc1ccc2ccccc2c1CN1CCOCC1,6,-16,-8,-8,-7,8,-2.2,5,1,-4
c1ccc(N2CCN(c3ccccc3)C2c2cccs2)cc1,5,2,7,1,8,4,0.3,-6,1,-4
O=C(Nc1nnc(-c2ccco2)o1)c1ccc(S(=O)(=O)N2CCCCC2)cc1,3,-3,-6,7,-24,2,0.7,0,1,6
COc1ccc(S(=O)(=O)N2CCCCCC2)cc1C(=O)N(C)Cc1ccc(C)cc1,0,1,8,0,-12,-4,0.9,-11,-7,-5
Brc1c(CSc2nncn2-c2ccccc2)nc2sccn12,1,0,0,-1,2,-1,0.2,1,-1,-1
COc1ccccc1CNC(=O)COC(=O)c1ccc(S(=O)(=O)N2CCCCC2)cc1,-1,0,-1,1,18,0,-0.8,-1,4,-1
COc1cc(OC)nc(Nc2nc(C(N)CCc3ccccc3)cs2)n1 (stereo not drawn),-2,3,-1,11*,6,14,0.1,-2,12,4
O=C(NCc1ccccc1)C(=O)NCC1CCCN1S(=O)(=O)c1cccs1 (stereo not drawn),-2,-7,10,-1,-2,1,0.0,1,-1,0
CCN(CC)C(=O)c1sc2nc(-c3cccs3)cc(-c3ccc(Cl)cc3)c2c1N,-3,-50,-9,-43,5,-8,-1.2,3,-9,-1
O=C(NCc1cccnc1)Nc1ccc2c(c1)OCO2,-2,0,-5,-3,10,4,0.2,-4,0,7
O=C1NCCCC1C(=O)N/N=C/c1cc([N+](=O)[O-])ccc1O (stereo not drawn),-3,-10,1,-3,10,-6,-0.1,-2,-2,1
COC(=O)N/N=C(\C)c1ccc(C)c([N+](=O)[O-])c1,4,1,-1,3,-11,5,-0.5,1,10,5
COc1ccccc1OCCn1cc(/C=N/NC(=O)c2ccncc2)c2ccccc21,1,-29,5,-11,-2,9,-0.3,6,-9,-5
CC(C)Nc1nc(Nc2ccc(C(N)=O)cc2)c2sccc2n1,2,-56,-13,-39,-3,3,0.1,-1,-1,-4
NC(=O)C1CCN(C2CC(=O)N(Cc3ccc(N4CCCC4=O)cc3)C2=O)CC1 (stereo not drawn),0,1,3,-1,20,-1,-0.8,-4,0,-4
O=c1c2ccccc2oc2cc(C#Cc3ccccn3)ccc12,1,-18,-7,-9,-4,2,-1.1,9,2,12
Cc1ccc(OCC(=O)NC(=S)Nc2cccc(NC(=O)c3ccc(Cl)cc3Cl)c2)cc1,-1,2,6,1,-7,4,-0.1,1,-14,4
CCOc1ccc(S(=O)(=O)NCCC(=O)N2CC(C)CC(C)C2)cc1 (stereo not drawn),0,-5,1,1,-1,8,0.4,-4,-4,2
COc1ccc(CCCc2nnc(SCC(=O)Nc3ncc(C)s3)o2)cc1,1,0,-1,-3,2,5,-0.1,-6,-13,-1
CCOCCCNC(=S)NCCNc1nc2ccc(C)cc2cc1C#N,1,-126,-4,-109,5,9,4.5,-7,6,0
Nc1ncnc2c1nc(SCCO)n2Cc1ccccc1,1,-7,-10,-1,-6,3,-0.1,3,3,0
CC(C)(C)NC(=O)Cn1nnc(-c2ccccc2Cl)n1,2,0,0,-1,-4,8,-0.1,1,6,4
O=C1N2CCCCC1(Sc1ccccc1)CCC2 (stereo not drawn),11,3,12,2,5,2,-0.4,-4,0,7
CCOC(=O)N(C)c1c(CC)nc2c(OCCC3CCCCC3)cccn12,1,-16,1,-10,7,7,0.1,4,4,-4
COc1cc(C(=O)OCC(=O)NC(=O)NC2CCCCC2)cc(Cl)c1OC,2,-7,-8,0,11,5,0.8,0,7,1

# Reprinted from above, 4 compounds:
SMILES,UHRF1 MBD2 ctr,PLCb3 inh,Tn6 DDE FP,PLCg1 inh,ASAP1 inh,ARFGAP1 inhibitor,proKLK7 act,Tn7 DDE FP,sPLA2-III inh,NR1D1 modulator
Cc1ccc(OCC(=O)NC(=S)Nc2cccc(NC(=O)c3ccc(Cl)cc3Cl)c2)cc1,-1,2,6,1,-7,4,-0.1,1,-14,4
CCOc1ccc(S(=O)(=O)NCCC(=O)N2CC(C)CC(C)C2)cc1 (stereo not drawn),0,-5,1,1,-1,8,0.4,-4,-4,2
COc1ccc(CCCc2nnc(SCC(=O)Nc3ncc(C)s3)o2)cc1,1,0,-1,-3,2,5,-0.1,-6,-13,-1
CCOCCCNC(=S)NCCNc1nc2ccc(C)cc2cc1C#N,1,-126,-4,-109,5,9,4.5,-7,6,0
